High-throughput results from PubChem.
APP 5UTR inh: inhibitors of APP translation via 5'UTR reporter, primary screen, APP 5'UTR luciferase, SH-SY5Y cells; inhibition, % at 2 µM; 190,000 compounds, 0.82% hits; AID 1285, 2008; SH-SY5Y APP 5'UTR-luciferase reporter, luminescence;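 active means inhibition above a set limit, derived from the sample mean plus 3 SD, cut at about 45% in these data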; further: values of inactives mirror those of a sister screen read the other way
FLuc stim CS: FLuc activators, initial screening, artefact control for FLuc-dependent activation tests, biochemical, ATPlite luminescence; activation factor at 10 µM; ATPlite luciferase biochemical, 10 min; 0 = ATP-free wells, 1 = DMSO control; AID 1027, 2008; 200,000 tested, under 10 active;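 active means luciferase activation factor, scaled between plate controls, of at least 2 with compound at 10 µM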
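Assay system: Luciferase/luciferin detection reagent, cell-free biochemical luciferase assay / Also added: ATP substrate / Schedule: 10 min at ambient temperature / Measured by: luminescence measurement of luciferase light output / Benchmarks: low control with PBS replacing ATP, high control enzyme plus ATP without compound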
TLR4-MyD88 BLA: inhibitors of TLR4-MyD88 association in cells, primary screen, cell-based, HeLa CL3-4, BLA complementation, FRET ratio; 200,000 compounds, 0.18% hits; inhibition, % at 8.4 µM; HeLa CL3-4 TLR4/MyD88 BLA complementation; Toll-like receptor 4 (Homo sapiens) + Myeloid differentiation primary response protein …; in the data active means inhibition above about 25%;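 further: 0% = vehicle and 100% = reference inhibitor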
Target sequence (O00206 whole entry, looked up): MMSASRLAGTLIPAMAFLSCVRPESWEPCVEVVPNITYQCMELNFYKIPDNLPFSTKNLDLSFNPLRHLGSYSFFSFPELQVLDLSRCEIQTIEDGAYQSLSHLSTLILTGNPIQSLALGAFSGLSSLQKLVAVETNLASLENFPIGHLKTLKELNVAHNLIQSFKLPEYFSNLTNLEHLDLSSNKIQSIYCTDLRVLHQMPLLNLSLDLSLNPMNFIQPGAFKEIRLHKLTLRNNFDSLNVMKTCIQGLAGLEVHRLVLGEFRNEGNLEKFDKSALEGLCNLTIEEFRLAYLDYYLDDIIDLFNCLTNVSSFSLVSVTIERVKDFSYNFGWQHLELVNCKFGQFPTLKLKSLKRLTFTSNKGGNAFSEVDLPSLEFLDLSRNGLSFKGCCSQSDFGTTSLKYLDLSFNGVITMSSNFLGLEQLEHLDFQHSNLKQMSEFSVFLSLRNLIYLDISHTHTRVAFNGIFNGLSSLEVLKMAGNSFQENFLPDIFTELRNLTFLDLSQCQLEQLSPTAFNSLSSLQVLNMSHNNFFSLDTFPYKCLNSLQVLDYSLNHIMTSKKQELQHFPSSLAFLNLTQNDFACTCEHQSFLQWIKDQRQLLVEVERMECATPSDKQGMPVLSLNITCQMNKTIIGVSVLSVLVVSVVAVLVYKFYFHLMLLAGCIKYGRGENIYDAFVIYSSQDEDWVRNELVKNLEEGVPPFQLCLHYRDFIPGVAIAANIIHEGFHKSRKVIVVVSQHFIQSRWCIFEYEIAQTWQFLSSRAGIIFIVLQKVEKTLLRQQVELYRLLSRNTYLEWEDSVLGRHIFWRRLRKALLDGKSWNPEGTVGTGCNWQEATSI
Target sequence (Q99836 whole entry, looked up): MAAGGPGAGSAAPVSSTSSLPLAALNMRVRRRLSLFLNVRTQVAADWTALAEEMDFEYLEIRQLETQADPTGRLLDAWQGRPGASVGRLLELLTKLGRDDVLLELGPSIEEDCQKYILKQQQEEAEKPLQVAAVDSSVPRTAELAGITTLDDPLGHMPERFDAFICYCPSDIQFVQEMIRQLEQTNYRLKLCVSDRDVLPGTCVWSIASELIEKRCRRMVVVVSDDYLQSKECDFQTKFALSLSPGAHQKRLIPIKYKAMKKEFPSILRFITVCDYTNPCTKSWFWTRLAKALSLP
Diaph act CS: compounds boosting diaphorase resazurin reduction – biochemical, uHTS, resorufin fluorescence, counter-screen for diaphorase-coupled primary assays, primary screen; activation factor at 20 µM; 190,000 compounds, 0.005% hits; AID 1229, 2008; Diaphorase/resazurin coupled assay, 16 min; stronger effect = higher value; 1 = vehicle wells, 0 = NADH-free wells;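 active means diaphorase activity raised at least twofold by the compound at 20 µM; inactive means activation factor below 2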
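Measured by – red resorufin fluorescence at 544/590 nm excitation/emission · Test system – Clostridium kluyveri diaphorase, purified enzyme · Incubation – reaction time 16 min, room temperature · Buffer or medium – 50 mM HEPES pH 7.4 with 4.542 mM MgCl2, 0.005% Tween 20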
APP 5'UTR act: activators of APP 5'UTR luciferase reporter, primary screen, SH-SY5Y cells; SH-SY5Y APP 5'UTR luciferase reporter, luminescence; zero percent = DMSO vehicle wells; activation, % at 2 µM; 190,000 compounds, 1% hits; AID 1276, 2008;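 active means activation above a set limit, based on mean plus 3 SD of controls, cut at about 140% in these data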; further: values of inactives mirror those of a sister screen read the other way
G6PDH CS: L. mesenteroides G6PDH inhibitors, counter-screen for G6PDH-coupled screening assays, biochemical, Leuconostoc mesenteroides enzyme | Purified L. mesenteroides G6PDH, diaphorase/resazurin coupled fluorescence, 45 min | inhibition, % at 5 µM | 200,000 compounds, 0.12% hits | AID 1020, 2008; in the data active means inhibition above about 50%
FLuc inhib CS: firefly luciferase enzyme inhibitors, primary screen, artefact control for luciferase-based inhibitor screens, biochemical, luminescence, ATPLite | 10 min | inhibition, % at 10 µM | 200,000 compounds, 1.5% hits | AID 1006, 2008;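 active means inhibition above about 50% when tested at 10 µM, limit read from the data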
STAT1 activator: STAT1 signaling activators, primary screen, cell-based, HTS, luciferase reporter | NIH 3T3 STAT1-luciferase reporter, IFN-gamma, luminescence; 100% = IFN-gamma alone, no compound | 200,000 compounds, 2.6% hits | AID 932, 2007 | activation (% of control), % at 5.5 µM;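 active means activation above the screen-wide mean activation plus 3 SD, cut at about 130% in these data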;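 further: raw ratio to IFN-gamma control signal so 100% means no change and 0% no light; values of inactives mirror those of a sister screen read the other way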
Diaph inh CS: diaphorase inhibitors and chemical oxidizers, primary screen, counter-screen for diaphorase-coupled primary assays, biochemical, uHTS, resorufin fluorescence | diaphorase resazurin-to-resorufin fluorescence, NADH, 16 min; bacterial (C. kluyveri) enzyme, not human | inhibition, % at 20 µM | 190,000 compounds, 0.69% hits | AID 1217, 2008;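 active means primary screen inhibition at 20 µM above a set limit, cut at about 50% in these data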;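 further: plate controls were DMSO with full reaction for no effect and wells lacking NADH for full effect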
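Assay system – diaphorase enzyme from Clostridium kluyveri · Amount – diaphorase 0.14 U/mL (working solution) · Times – reaction incubation of 16 min at room temperature · Controls – No-NADH positive control and DMSO neutral control · Signal – resorufin fluorescence 544/590 nm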
NF-kB neuron act: activators of NF-kB expression in neurons, primary screen, cell-based, HTS; human neuronal cells, NF-kB reporter expression; stronger effect = higher value; fold change at 12.5 µM; 190,000 compounds, 1.6% hits; AID 1239, 2008; in the data active means fold change above about 3.3
An asterisk follows results filed as active; · = not tested or not shown. Random draw from the library, and some 5.6% of all compounds hit somewhere here.

SMILES	APP 5UTR inh	FLuc stim CS	TLR4-MyD88 BLA	Diaph act CS	APP 5'UTR act	G6PDH CS	FLuc inhib CS	STAT1 activator	Diaph inh CS	NF-kB neuron act
Cc1cccc(NC(=O)C2CCN(S(=O)(=O)c3c(C)noc3/C=C/c3ccco3)CC2)n1	12	1.1	2	0.8	-12	-3	-6	101	16	0.87
Cc1cc(C)c(C#N)c(SCC(=O)C(C)(C)C)n1	-11	1	2	1.1	11	3	-4	104	-6	1.5
Cc1cccc(C(=O)NNS(=O)(=O)c2ccccc2[N+](=O)[O-])c1	6	1	-13	0.9	-6	11	2	102	13	1.1
Cn1c(NC(=O)c2ccc(Cl)cc2)c(-c2ccccn2)c(=O)c2ccccc21	-8	1.1	8	0.9	8	4	-10	93	14	1
CCOC(=O)c1csc(NC(=O)COc2ccc(Cl)cc2Cl)n1	-7	1	13	0.8	7	10	1	98	25	1.2
CCOC(=O)C1=C(C)N(c2ccc(C)cc2)C(=O)/C1=C\c1cccs1	-18	1.1	-10	0.8	18	1	-5	108	22	1.1
O=C1CN(C(=O)CN2C(=O)NC3(CCCCC3)C2=O)c2ccccc2N1	-15	1	-8	1	15	7	-2	103	2	1.4
O=C(CN1C(=O)c2ccccc2S1(=O)=O)NCc1ccccc1Cl	-8	1	-4	0.9	8	-14	1	109	12	1.1
CCOC(=O)c1cnc2c(cnn2C)c1NCCC(O)C(F)(F)F (stereo not drawn)	19	1	7	1	-19	1	0	95	4	1.1
CNC(=O)C1C2C=CC3(O2)C1C(=O)N(C1CC1)C3C(=O)NCc1ccc(OC)cc1 (stereo not drawn)	5	1	-2	0.9	-5	-10	-4	100	5	1.3
Cc1ccc(S(=O)(=O)N2CCN(C3CCC(c4ccccc4)CC3)CC2)cc1 (stereo not drawn)	8	1.1	-1	0.8	-7	-19	-7	104	20	0.79
Cc1[nH][nH]c(=O)c1C(c1ccc2c(c1)OCO2)c1c(C)[nH][nH]c1=O	12	1	-15	0.8	-12	10	-3	101	16	1.2
Cc1ccc2nc(N3C(=O)C(O)=C(C(=O)c4ccc(C)o4)C3c3cccc(O)c3)sc2c1 (stereo not drawn)	-45	1	-4	0.8	45	12	-4	97	22	1.3
Cc1ccc(NC(=O)N2N=C(c3ccc(F)cc3)CC2c2ccc(F)cc2)cc1 (stereo not drawn)	16	1	-3	0.9	-16	6	-4	102	5	1.1
CSc1nnc(C)c(/C=C/NOCc2ccc(Cl)cc2)n1	2	1	2	1	-1	8	-2	95	-1	1.3
C/C(CCc1ccccc1)=N/NC(=O)C(=O)NCc1ccccc1	13	1	8	0.9	-13	20	-2	110	12	0.83
Cc1ccc(-c2nnc(SCC(=O)O)n2N)cc1	-2	1.1	0	0.8	2	6	-6	104	15	1.1
COc1cc(C)c(S(=O)(=O)NCc2ccc3c(c2)OCO3)cc1C	-2	1	-10	0.8	2	2	-4	99	17	1.1
Cn1c(CSc2nnc(SCc3ccccc3)s2)nc2ccccc21	0	1	-4	0.9	0	2	-2	102	11	1
CNC(=O)CSc1n[nH]c(-c2cc(Cl)ccc2OC)n1	-16	1.1	-14	0.9	16	1	-6	99	8	0.91
Nc1nc(C23CC4CC(CC(C4)C2)C3)cs1	10	1.1	-13	0.8	-10	4	-6	108	21	1.1
Cn1ncc(C#N)c1/N=C/N1CCCC1	7	1.1	-2	0.9	-7	-2	-7	99	14	0.89
Nc1nc(CN2CCN(c3ccccc3)CC2)nc(Nc2ccc(Cl)cc2)n1	-5	1.1	5	1	5	5	-7	89	-3	0.7
CCN(CC)C(=O)CSc1nc2ccccc2c(=O)n1OC	-8	1.1	0	0.9	8	7	-9	97	14	0.95
O=C(CSc1nnc(Nc2ccccc2)s1)NN1C(=O)NC2(CCCCC2)C1=O	-18	0.9	6	0.8	18	1	6	93	15	1.1
COc1ccc(NC(=O)CSc2ccc(-c3cccs3)nn2)c(OC)c1	-11	1.1	10	0.7	11	1	-7	100	29	1.9
COc1cccc(OC)c1C(=O)NC(=S)Nc1ccc2c(c1)Cc1ccccc1-2	-14	1	0	0.8	14	10	-1	100	16	0.99
CCCCOc1ccc(/C=N/NC(=S)Nc2cc(C)ccc2C)cc1	-19	1	6	1	19	6	0	107	4	0.82
O=S(=O)(c1ccc2c(c1)OCCO2)N1CCN(c2nc(-c3cccnc3)nc3ccccc23)CC1	8	1	-9	0.8	-8	-6	-4	102	22	0.72
Nc1ccc(/C=C/C(=O)c2ccco2)cc1	-65	0.5	11	0.9	65	0	55*	110	13	1.9
COc1cc2nc(CN(C)Cc3nc4ccccc4c(=O)[nH]3)[nH]c(=O)c2cc1OC	-7	1	-4	0.9	7	4	-5	106	6	1.2
COc1ccc(CC2(CO)CCN(Cc3cnn(-c4ccccc4OC)c3)CC2)cc1	-11	1.1	5	0.9	11	1	-7	104	12	0.89
COC(=O)c1cc(NC(=O)CN(c2ccc(OC)cc2)S(=O)(=O)c2ccc(F)cc2)ccc1Cl	·	1	2	0.9	·	3	-3	107	7	0.57
CC1Cc2ccccc2N1C(=O)c1cnc2sccn2c1=O (stereo not drawn)	14	1	-14	1	-14	1	-4	102	-1	1.2
CN(C[C@H](Cc1ccccc1)N(C[C@H](Cc1ccccc1)N(CC1(c2ccccc2)CC1)N=O)N=O)N=O	-4	1.1	-7	0.6	4	3	-7	95	42	0.76
Fc1ccccc1-c1nnc2c3ccccc3nc(N3CCOCC3)n12	·	1	-3	0.9	·	8	-4	101	6	1
COc1ccc(Br)cc1/C=N/NC(=O)c1ccc(OC)c(OC)c1	-13	1.1	-8	0.9	13	0	-7	95	12	0.99
CCCC(=O)NC(NC(=S)Nc1c(C)n(C)n(-c2ccccc2)c1=O)C(Cl)(Cl)Cl (stereo not drawn)	0	1.1	8	0.9	0	-24	-7	103	12	0.89
O=c1oc2ccccc2c(N2CCC(c3ccccc3)CC2)c1[N+](=O)[O-]	10	1	-8	1	-10	-13	2	99	5	1.4
CN1CCCCC1CCN1c2ccccc2Sc2ccc(S(C)=O)cc21 (stereo not drawn)	·	1.1	·	0.7	·	20	-5	·	26	·
O=C(CSCc1ccc(Br)cc1)NCc1ccccn1	-19	1	-14	0.9	19	14	-1	96	6	1.1
COc1ccc(OCc2cccc(C(=O)O)c2)cc1	·	0.2	·	1	·	-7	83*	·	3	8.6*
C[C@H](NC(=O)c1ccccc1)C(=O)Nc1nc(-c2ccccn2)cs1	2	1	-8	1	-2	19	-2	101	-5	0.8
CC(C(=O)NCc1ccc(F)cc1)c1ccc([N+](=O)[O-])cc1 (stereo not drawn)	13	1	-24	1.2	-13	-1	0	97	-20	1.1
CCSc1nnc(NC(=O)CSc2ncccn2)s1	4	1.1	-2	0.9	-4	-16	-6	99	10	1.4
CCN=C(NS(=O)(=O)c1ccc(Br)cc1)c1ccc(Cl)cc1	18	1.1	8	0.9	-18	4	-5	100	13	1.6
C#CC[N+](C)(C)CCN1C(=O)C2C(c3ccccc3)C=CC(c3ccccc3)C2C1=O (stereo not drawn)	3	1.1	-14	0.8	-3	8	-8	101	15	1.3
CCOc1ccccc1N(CC(=O)Nc1ccccc1C(=O)OC)S(C)(=O)=O	3	1.1	-14	0.8	-3	-7	-5	81	20	1.1

Some of the entries so far, with values under each structure:
Second line of a record – APP 5UTR inh	FLuc stim CS	TLR4-MyD88 BLA	Diaph act CS	APP 5'UTR act	G6PDH CS	FLuc inhib CS	STAT1 activator	Diaph inh CS	NF-kB neuron act
- COC(=O)c1cc(NC(=O)CN(c2ccc(OC)cc2)S(=O)(=O)c2ccc(F)cc2)ccc1Cl
→ ·	1	2	0.9	·	3	-3	107	7	0.57
- CC1Cc2ccccc2N1C(=O)c1cnc2sccn2c1=O (stereo not drawn)
→ 14	1	-14	1	-14	1	-4	102	-1	1.2
- CN(C[C@H](Cc1ccccc1)N(C[C@H](Cc1ccccc1)N(CC1(c2ccccc2)CC1)N=O)N=O)N=O
→ -4	1.1	-7	0.6	4	3	-7	95	42	0.76
- Fc1ccccc1-c1nnc2c3ccccc3nc(N3CCOCC3)n12
→ ·	1	-3	0.9	·	8	-4	101	6	1
- COc1ccc(Br)cc1/C=N/NC(=O)c1ccc(OC)c(OC)c1
→ -13	1.1	-8	0.9	13	0	-7	95	12	0.99
- CCCC(=O)NC(NC(=S)Nc1c(C)n(C)n(-c2ccccc2)c1=O)C(Cl)(Cl)Cl (stereo not drawn)
→ 0	1.1	8	0.9	0	-24	-7	103	12	0.89
- O=c1oc2ccccc2c(N2CCC(c3ccccc3)CC2)c1[N+](=O)[O-]
→ 10	1	-8	1	-10	-13	2	99	5	1.4
- CN1CCCCC1CCN1c2ccccc2Sc2ccc(S(C)=O)cc21 (stereo not drawn)
→ ·	1.1	·	0.7	·	20	-5	·	26	·
- O=C(CSCc1ccc(Br)cc1)NCc1ccccn1
→ -19	1	-14	0.9	19	14	-1	96	6	1.1
- COc1ccc(OCc2cccc(C(=O)O)c2)cc1
→ ·	0.2	·	1	·	-7	83*	·	3	8.6*
- C[C@H](NC(=O)c1ccccc1)C(=O)Nc1nc(-c2ccccn2)cs1
→ 2	1	-8	1	-2	19	-2	101	-5	0.8
- CC(C(=O)NCc1ccc(F)cc1)c1ccc([N+](=O)[O-])cc1 (stereo not drawn)
→ 13	1	-24	1.2	-13	-1	0	97	-20	1.1
- CCSc1nnc(NC(=O)CSc2ncccn2)s1
→ 4	1.1	-2	0.9	-4	-16	-6	99	10	1.4
- CCN=C(NS(=O)(=O)c1ccc(Br)cc1)c1ccc(Cl)cc1
→ 18	1.1	8	0.9	-18	4	-5	100	13	1.6

Carrying on.
SMILES	APP 5UTR inh	FLuc stim CS	TLR4-MyD88 BLA	Diaph act CS	APP 5'UTR act	G6PDH CS	FLuc inhib CS	STAT1 activator	Diaph inh CS	NF-kB neuron act
COc1ccc(C2CC(=O)C=C(NNS(=O)(=O)c3ccc(C)cc3)C2)cc1 (stereo not drawn)	-22	1.1	1	1	22	-1	-5	101	2	1.2
O=C(Nc1ccc(N2CCN(C(=O)c3ccccc3)CC2)c(Cl)c1)c1ccco1	2	1.1	2	0.9	-2	11	-5	94	7	0.56
CC(=O)Nc1ccc(OCC(=O)NCCc2ccc(Cl)cc2)cc1	-12	1.1	-4	0.9	12	-11	-7	101	6	1.2
COc1ccc(Cl)cc1C(=O)CSc1nnnn1C1CCCC1	4	1	0	0.9	-4	0	0	102	14	0.97
